Source: PubChem (National Center for Advancing Translational Sciences (NCATS))
PTHR1 ag: PTHR1 (human) receptor agonism. Q03431. HEK293 GP2 PTHR1 cells, GloSensor cAMP luminescence, 1 h. Potency, µM (series often up to 115 µM), for inactives: at the top dose activation, usual class: activators. hit rate 0.075% among 410,000; also: potency is read from the fitted curve at half-maximal effect; nearly all actives have a fitted effect of over 55% in size; some results filed as inactive show a strong effect at the top dose; inactives centre near -15; many of its hits are not listed in these tables
Target sequence (Q03431 whole entry, looked up): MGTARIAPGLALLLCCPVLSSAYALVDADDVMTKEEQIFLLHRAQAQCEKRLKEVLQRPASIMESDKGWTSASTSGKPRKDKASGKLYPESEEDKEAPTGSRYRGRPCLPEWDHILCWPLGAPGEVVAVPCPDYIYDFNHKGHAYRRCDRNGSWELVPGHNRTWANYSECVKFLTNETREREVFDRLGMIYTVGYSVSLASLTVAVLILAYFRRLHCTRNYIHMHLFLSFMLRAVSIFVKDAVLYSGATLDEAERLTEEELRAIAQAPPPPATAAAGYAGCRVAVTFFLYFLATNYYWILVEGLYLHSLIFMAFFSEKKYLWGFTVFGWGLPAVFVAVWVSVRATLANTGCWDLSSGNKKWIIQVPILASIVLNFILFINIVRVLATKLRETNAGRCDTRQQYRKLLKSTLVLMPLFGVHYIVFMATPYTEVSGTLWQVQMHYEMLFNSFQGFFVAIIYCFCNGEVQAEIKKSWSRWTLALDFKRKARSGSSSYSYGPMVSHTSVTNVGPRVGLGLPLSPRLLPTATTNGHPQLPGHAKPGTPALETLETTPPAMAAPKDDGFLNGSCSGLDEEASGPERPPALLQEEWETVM
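HEK-293-derived GP2 cells expressing PTHR1 and a GloSensor cAMP reporter, 3,000/well, plated overnight, given luciferin plus IBMX (each 0.5 mM as added) for 1 h at 37 °C, then compound for 1 h at 37 °C. Luminescence was read after 15 min at room temperature.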
KB-V1 MDR tox: KB-V1 MDR subline cytotoxicity; AID 1347076; KB-V1 MDR cells viability, CellTiter-Glo, 72 h; hit rate 3.4% among 400,000; Potency, µM (doses to about 46.1 µM), inactives show top-dose activity change, negative = cytotoxicity, hits mostly cytotoxic; also: potency is read from the fitted curve at half-maximal effect; % is scaled to controls: 0 for no effect and ±100 for the full control effect; nearly all actives have a fitted effect of over 60% in size
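Compound-treated KB-V1 multidrug-resistant cells, 72 h, 37 degrees C; viability by CellTiter-Glo. Fitted qHTS curves give the values.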
D3 ag: agonists of human D3 dopamine receptor | D3R DiscoveRx beta-arrestin cells, luminescence, 90 min | max activation, % | hit rate 0.58% among 410,000 | AID 652048; in the data active = max activation above about 30%; also: 0% is about no effect; mostly tested at two doses, the higher about 12 µM
Target sequence (P35462 whole entry, looked up): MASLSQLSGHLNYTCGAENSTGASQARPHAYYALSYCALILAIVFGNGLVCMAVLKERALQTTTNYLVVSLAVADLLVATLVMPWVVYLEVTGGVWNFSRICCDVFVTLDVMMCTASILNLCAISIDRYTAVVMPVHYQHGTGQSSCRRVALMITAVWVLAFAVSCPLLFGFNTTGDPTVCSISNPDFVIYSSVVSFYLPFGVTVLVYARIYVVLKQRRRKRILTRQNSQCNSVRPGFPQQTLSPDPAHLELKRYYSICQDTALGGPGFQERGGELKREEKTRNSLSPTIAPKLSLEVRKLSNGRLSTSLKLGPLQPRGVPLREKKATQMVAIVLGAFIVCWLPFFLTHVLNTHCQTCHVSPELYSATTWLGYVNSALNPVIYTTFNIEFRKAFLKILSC
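Agonist-mode cell screen: cells plated at 1500/well and incubated overnight at 37 °C, then exposed to library compounds for 90 min at 37 °C. Detection reagent was added for 30–60 min at room temperature, and luminescence was read.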
DRD3 antagonist: D3 dopamine receptor (human) antagonism; D3R cells, DiscoveRx beta-arrestin luminescence, antagonist mode; active compounds read low; hit rate 2.5% among 360,000; max response, negative = inhibition, %; AID 652054; in the data active = max response below about -50%; inconclusive = no clear call, values can overlap the other calls; also: % is scaled to controls: 0 for no effect and ±100 for the full control effect; mostly tested at two doses, the higher about 12 µM
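Cells expressing the human receptor were seeded at 1500 cells/well, incubated overnight at 37 degrees C in 5% CO2, then exposed to library compounds with dopamine controls for 90 minutes at 37 degrees C before luminescent detection.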
aSyn rescue: inhibitors of alpha-synuclein toxicity in yeast; Yeast expressing alpha-synuclein, growth rescue, BacTiter-Glo, 24 h; Potency, µM (titrated, usually from 46.1 µM), for the others: at the highest dose growth rescue (activation), usual class: activators; hit rate 0.14% among 370,000; also: potency is read from the fitted curve at half-maximal effect; % of control where 0% means no effect; nearly all actives have a fitted effect of over 65% in size
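Screening used galactose-induced yeast with toxic alpha-synuclein levels, exposed to compound for 24 hr at 30 deg C. Cell growth, read with BacTiter-Glo luminescence, gave the measured signal.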
GLP1R cytotox: cytotoxicity counter-screen for GLP-1 receptor inverse agonists; HEK293 cAMP-luciferase reporter cells, luminescence, 24 h; Potency, µM (top dose mostly 38.3 µM), for the others: top-dose activity change, negative = inhibition, usual class: inhibitors; hit rate 0.13% among 410,000;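 also: loss of luciferase light is scored as toxicity; potency is read from the fitted curve at half-maximal effect; % is scaled to controls: 0 for no effect and ±100 for the full control effect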
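Luminescence readout: signal drop marks cytotoxicity. Plated cells grew 12 h at 37 °C, 5% CO2, received 23 nL compound for 24 h, then got luciferase reagent, read after 12 min at RT.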
TDP43 rescue: rescues yeast growth from TDP-43 toxicity; Potency, µM (top dose mostly 46.1 µM), inactives show at the top dose growth rescue (activation), usual class: activators; hit rate 1.8% among 410,000; TDP-43 expressing yeast growth rescue, BacTiter-Glo, 24 h; also: potency is read from the fitted curve at half-maximal effect; % of control where 0% means no effect; nearly all actives have a fitted effect of over 50% in size
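Cell-based yeast growth screen: TDP-43 expression induced in galactose, inoculum OD600=0.02 after raffinose pregrowth to mid-log. Read-out BacTiter-Glo luminescence at 24 hr, 30 deg C; inhibition of toxicity seen as signal increase.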
GLP-1R inv ag: inverse agonists of human GLP-1 receptor; HEK293 GLP-1R CRE-luciferase, luminescence, 24 h; GLP-1R form is constitutively active; Potency, µM (doses to about 38.3 µM), without a hit: at the highest dose activity change, negative = inhibition, hits mostly inhibitors; hit rate 1.6% among 410,000; AID 624417; also: potency is read from the fitted curve at half-maximal effect; % is scaled to controls: 0 for no effect and ±100 for the full control effect; nearly all actives have a fitted effect of over 55% in size
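GLP-1R inverse agonism mode: basal reporter luminescence in engineered HEK293 cells measured after one day of compound exposure at 37 deg C, with a 12 min room-temperature detection step.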
GLP1R ag: GLP-1 receptor (human) agonism. HEK293 GLP-1R CRE-luciferase, luminescence, 4-6 h; cells express a hypersensitive GLP-1R form. Potency, µM (series often up to 45.6 µM), inactives show top-dose activation, actives largely listed as activators. hit rate 0.007% among 380,000. AID 624172; also: potency is read from the fitted curve at half-maximal effect; % of control where 0% means no effect
* marks the source's active call; other numbers are inactive results; i = inactive; ? = inconclusive; nt = not tested or not shown; & = joins results of further samples; [ ] = remark or other dose. Unless noted, calls follow the shape of the dose curve; as a rule, active = well fitted curve in the direction sought with a large enough effect; inconclusive = small, poorly fitted or top-dose-only effect, or another doubt; inactive = no such curve, though single readings can be large; an effect the other way counts as inactive or inconclusive. Only part of the results is shown. The share of hits here may be higher or lower than overall.

1. Cc1nc2ncnn2c(C)c1CCC(=O)O
2. Cc1cccc(-c2cc3c(nn2)-c2ccccc2C3=O)c1
3. CC(C)(C)C(=O)/C(=C/c1ccncc1)n1cncn1
4. Cc1ccc(-c2nc3ncccc3o2)cc1NC(=O)COc1ccccc1
5. Cn1cc(Br)c(C(=O)NNC(=O)c2ccc(Br)cc2)n1
6. CCS(=O)(=O)c1nc(S(=O)(=O)c2ccc(C)cc2)c(NC(C)c2ccccc2)s1 (stereo not drawn)
7. COc1ccccc1C(=O)NCCn1cc(SCc2ccccc2Cl)c2ccccc21
8. CCOC(=O)CNC(=O)CSc1nc2cccnc2n1CC

entry no.	1	2	3	4	5	6	7	8
PTHR1 ag	i	-12%	-37%[inhibitor]	-24%[57.5 µM]	i	i	-17%	i
KB-V1 MDR tox	14%	0%	?	6%	-25%	0%	?	5%
D3 ag	3	-15	-10	4	-2	-15	6	14
DRD3 antagonist	7	-5	-56*	?	10	nt	nt	1
aSyn rescue	1%	0%	-1%	-11%	-7%	nt	nt	1%
GLP1R cytotox	-3%	11%	-8%	-8%	6%	-5%	0%	-9%
TDP43 rescue	7%	-3%	12%	3%	0%	17%	21%	16%
GLP-1R inv ag	4%	37%[activator]	?	8%	35%[activator]	?	?	18%
GLP1R ag	-4%	7%	-9%	3%	-9%	nt	-6%	-5%

9. O=C(COC(=O)c1ccc([N+](=O)[O-])s1)NCCc1ccccc1
10. Cc1cc(C)cc(N(C(=O)c2snc(C(N)=O)c2N)C(C(=O)NCC2CCCO2)c2ccc(C)o2)c1 (stereo not drawn)
11. CCCCOc1ccc(C(C)NC(=O)CCS(=O)(=O)Cc2ccc(Cl)cc2)cc1 (stereo not drawn)
12. CCCn1nc(NC(=O)c2cccc(Cl)c2)c2cc3cccc(C)c3nc21
13. Cc1ccc(OCc2nnc(SCC(=O)O)n2N)cc1
14. Cc1ccc(/C=N/n2c(-c3ccc(Cl)cc3)n[nH]c2=S)o1
15. CC1C(=O)Nc2ccc(S(=O)(=O)NCc3ccc(Cl)cc3)cc2NC1=O (stereo not drawn)
16. COc1ccccc1NC(=S)NC(=O)Cc1ccccc1

entry no.	9	10	11	12	13	14	15	16
PTHR1 ag	i	i	i	i	i	0%	-10%	-15%
KB-V1 MDR tox	-18%	-13%	0%	?	9%	2%	9%	2%
D3 ag	0	-14	2	2	3	0	1	2
DRD3 antagonist	0	-2	-7	nt	10	-4	-6	-10
aSyn rescue	-72%[inhibitor]	-1%	-5%	nt	-7%	2%	-4%	8%
GLP1R cytotox	4%	-9%	21%	-7%	8%	?	-6%	12%
TDP43 rescue	36%	-8%	-16%	0%	-6%	0%	-4%	14%
GLP-1R inv ag	14%	?	?	6%	-1%	6%	6%	-5%
GLP1R ag	-5%	8%	3%	nt	-3%	12%	3%	18%

17. COc1ccc(CNC(=O)CN(C(=O)c2snc(C(N)=O)c2N)c2cccc(F)c2)cc1
18. CCN(CC)CCc1nc(-c2ccccc2)no1
19. Cc1ccc(CNC(=O)C2CC(=O)N(C3CCCC3)C2)cc1 (stereo not drawn)
20. O=C(COc1ccc(S(=O)(=O)NC2CCCC2)cc1)N1CCCCC1
21. Cc1n[nH]c(=O)c2c(NC(=O)CSc3ccccc3Cl)oc(C)c12
22. COc1cc(/C=N/NC(=O)CNc2n[nH]c(=O)[nH]c2=O)ccc1O
23. O=C(C1CCCN(Cc2nc(-c3cccs3)no2)C1)N1CCOCC1 (stereo not drawn)
24. Cc1ccc(/C(=N\O)c2oc3c(C)c4oc(=O)cc(C)c4cc3c2C)cc1

entry no.	17	18	19	20	21	22	23	24
PTHR1 ag	-4%	-8%	i	-93%[inhibitor]	-5%	i	?	-30%
KB-V1 MDR tox	19%	?	0%	1%	?	-4%	-15%	?
D3 ag	-3	-40&-19	2	-11	3	-5	-9	1
DRD3 antagonist	-15	-17	8	0	-10	?	-29	13
aSyn rescue	0%	11%	4%	1%	0%	-12%	-2%	17%
GLP1R cytotox	2%	4%	0%	4%	-14%	13%	3%	8%
TDP43 rescue	0%	20%	-11%	19%	18%	-6%	-4%	0%
GLP-1R inv ag	4%	8%	0%	4%	26%	10%	14%	?
GLP1R ag	17%	1%	-1%	-12%	5%	-6%	-2%	4%

25. O=C(Cn1c(NCCCO)nc2ccccc21)c1ccco1
26. O=S(=O)(c1cc(O)ccc1O)c1cccc2c(S(=O)(=O)c3cc(O)ccc3O)cccc12
27. CN(CC(=O)Nc1ccc(Cl)c(S(=O)(=O)N2CCOCC2)c1)C(=O)c1cccs1
28. CC(C)C[C@H](NC(=O)C1CCC(CNC(=O)[C@@H]2CCCN2C(=O)OC(C)(C)C)CC1)C(=O)O (stereo partly drawn)
29. CN(C)c1ccc(-c2nc3ccc(Cl)cn3c2Nc2ccc3c(c2)OCCO3)cc1
30. O=C(CNC(=O)c1ccc(=O)[nH]c1)Nc1ccc(F)c(F)c1
31. Cc1cccc(C)c1NC(=O)Cn1cc(C=O)c2ccccc21
32. O=C(NCCc1ccccc1)c1ccc(CSc2nc3ccncc3n2Cc2ccccc2)cc1

entry no.	25	26	27	28	29	30	31	32
PTHR1 ag	i	i	i	i	-50%[inhibitor]	i	-53%	-6%
KB-V1 MDR tox	7%	16%	2%	20%	0%	7%	6%	8%
D3 ag	1	-9	-1	4	-16	-10	8	-10
DRD3 antagonist	21	4	14	15	nt	-9	4	nt
aSyn rescue	4%	7%	-1%	-1%	-4%	-2%	2%	nt
GLP1R cytotox	-33%	0%	-8%	-10%	5%	2%	7%	0%
TDP43 rescue	-7%	13%	21%	-7%	-21%	-7%	6%	-4%
GLP-1R inv ag	-6%	-12%	23%	6%	13%	13%	-17%	-29%
GLP1R ag	4%	-4%	1%	3%	-1%	-1%	0%	nt

33. FC(F)Oc1ccccc1C1CC(c2ccc(Br)s2)Nc2ncnn21 (stereo not drawn)
34. O=C(/C=C/c1ccco1)NC(=S)Nc1ccccc1
35. COc1cccc(CN2c3ccc(Br)cc3C(=O)CS2(=O)=O)c1
36. CC[C@@]1(C(=O)OC)N[C@H](CN(C)C(=O)c2ccccc2)[C@@H]2C(=O)N(C)C(=O)[C@@H]21
37. c1coc(CNc2nc3nonc3nc2NCc2ccco2)c1
38. O=C(CN1N=C(c2ccc(Cl)cc2)CCC1=O)NCCN1CCc2ccccc2C1
39. COc1ccc(N2CCN(C(=O)c3oc4ccccc4c3NC(=O)CCc3cc(OC)no3)CC2)cc1
40. Cc1nn(-c2ccccc2)nc1C(=O)Nc1ccc2[nH]ncc2c1

entry no.	33	34	35	36	37	38	39	40
PTHR1 ag	-3%[57.5 µM]	-7%	-55%[inhibitor]	i	-7%[57.5 µM]	i	i	-53%[inhibitor]
KB-V1 MDR tox	-22%	3%	3%&-11%	3%	-12%&-10%	-7%	-18%	6%
D3 ag	-13	-4	-9	-14	1	-6	4	2
DRD3 antagonist	-21	-6	8	2	-18	-7	8	35
aSyn rescue	?	-20%	-26%	4%	1%&-5%	0%	2%	7%
GLP1R cytotox	-14%	-5%	-4%	2%	-13%	-1%	-2%	6%
TDP43 rescue	5%	0%	16µM*	13%	9%	4%	17%	0%
GLP-1R inv ag	7.9µM*	?	?	7%	?	?	-19%	17%
GLP1R ag	4%	13%	-2%	-2%	2%	11%	12%	-5%

41. CCC1=NN2C(=N)/C(=C\c3cccn3-c3ccc(Br)cc3)C(=O)N=C2S1
42. CCOc1ccc(C(=O)c2nc3c(n2O)CCCCC3)cc1
43. CC(C)Cc1nc2sc3c(=O)[nH]cnc3c2c2c1CCC2
44. O=C(NCCN1CCOCC1)[C@H](Cc1ccccc1)N1C(=O)c2ccccc2C1=O
45. CCn1c(CNC(=O)C23CC4CC(CC(C4)C2)C3)nnc1SC
46. CC1(OC(=O)c2ccco2)C(=O)C=C2C=C(C3CC3)OC=C2C1=O (stereo not drawn)
47. O=C(Nc1ccccc1C(=O)O)c1cccc(S(=O)(=O)Nc2ccc(Br)cc2)c1
48. CN(C)c1nc(Nc2ccc(Cl)c(Cl)c2)nc(N(C)C)n1

entry no.	41	42	43	44	45	46	47	48
PTHR1 ag	i	i	20%	-17%	i	-12%	-18%	i
KB-V1 MDR tox	0%	?	16µM*	0%	?	?	10%	-3%
D3 ag	-1	-2	3	-3	3	2	7	9
DRD3 antagonist	-4	-27	-14	?	5	0	-2	4
aSyn rescue	-1%	-5%	-9%	-9%	-6%	-12%	-9%	2%
GLP1R cytotox	1%	22%	18%	0%	6%[7.66 µM]	-8%	1%	14%
TDP43 rescue	-9%	4%	-16%	15%	3%	11µM*	4%	-8%
GLP-1R inv ag	6%	-10%	35%[activator]	2%	0%[7.66 µM]	9%	6%	-36%
GLP1R ag	-3%	-9%	1%	-9%	0%	0%	-3%	14%

Compounds shown so far with an aryl thioether with sulfur outside any ring:
7. COc1ccccc1C(=O)NCCn1cc(SCc2ccccc2Cl)c2ccccc21
8. CCOC(=O)CNC(=O)CSc1nc2cccnc2n1CC
13. Cc1ccc(OCc2nnc(SCC(=O)O)n2N)cc1
21. Cc1n[nH]c(=O)c2c(NC(=O)CSc3ccccc3Cl)oc(C)c12
32. O=C(NCCc1ccccc1)c1ccc(CSc2nc3ccncc3n2Cc2ccccc2)cc1
45. CCn1c(CNC(=O)C23CC4CC(CC(C4)C2)C3)nnc1SC

entry no.	7	8	13	21	32	45
PTHR1 ag	-17%	i	i	-5%	-6%	i
KB-V1 MDR tox	?	5%	9%	?	8%	?
D3 ag	6	14	3	3	-10	3
DRD3 antagonist	nt	1	10	-10	nt	5
aSyn rescue	nt	1%	-7%	0%	nt	-6%
GLP1R cytotox	0%	-9%	8%	-14%	0%	6%[7.66 µM]
TDP43 rescue	21%	16%	-6%	18%	-4%	3%
GLP-1R inv ag	?	18%	-1%	26%	-29%	0%[7.66 µM]
GLP1R ag	-6%	-5%	-3%	5%	nt	0%
